KOR beta-arrestin-1: KOR antagonists, beta-arrestin recruitment, cell-based, luminescence, uHTS (AID 1778); actives 0.091% (n = 290,000); KOR beta-arrestin recruitment, luminescence, antagonist mode; higher % means a stronger effect; inhibition, % at 10 µM, or IC50 in µM where a hit was titrated; also: strong numbers were not always called active
KOR beta-arrestin-2: KOR agonists, beta-arrestin recruitment, primary screen, cell-based, luminescence, uHTS (AID 1777); KOR beta-arrestin recruitment, luminescence; higher % means a stronger effect; one-dose activation, % at 10 µM; EC50 in µM for titrated hits; actives 0.02% (n = 280,000); in the data active = activation above about 50%, passing the limit was not always enough; also: a part of the inactive calls stands beside numbers as strong as those of hits
GPR55 beta-arrestin: selective activators of receptor GPR55 – imaging, U2OS cells, beta-arrestin-GFP redistribution, primary screen (AID 1961). U2OS GPR55 beta-arrestin-GFP redistribution imaging; higher % means a stronger effect. activation, % at 10 µM; hits with a dose series show EC50 in µM. actives 0.048% (n = 290,000);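 active = activation above 40% with more than 50 cells counted in the well; inconclusive = wells holding fewer than 50 cells, flagged as toxic or sparse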;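 also: U2OS osteosarcoma cells stably expressing GPR55 and beta-arrestin-GFP; plate controls were DMSO negative control for no effect and LPI positive control for full effect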
MgcRacGAP inhibition: MgcRacGAP GTPase-activating activity inhibitors, confirmation, biochemical, ADP Hunter fluorescence | MgcRacGAP-stimulated Rac1 GTP hydrolysis, ADP Hunter fluorescence; higher % means a stronger effect; GST-tagged Rac1 F28L mutant substrate | one-dose inhibition, % at 30 µM; IC50 in µM for titrated hits | actives 0.6% (n = 340,000) | AID 624330;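 active = first-screen hits whose inhibition reached a set limit at any dose in the follow-up dose series; inconclusive = inhibition above the set first-screen limit but never retested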;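 also: fluorescence reports GDP produced by GAP-driven GTP hydrolysis; strong numbers were not always called active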
HIV peptide binding: inhibitors of HIV fusion peptide binding, primary screen, biochemical, uHTS, fluorescence dequenching (AID 1986); one-dose inhibition, % at 20 µM; IC50 in µM for titrated hits; actives 0.3% (n = 290,000); cell-free peptide binding, fluorescence dequenching, 30 min; higher % means a stronger effect; in the data active = inhibition mostly above about 52%, no sharp cut-off; inactive = mostly below about 76%; also: some results filed as inactive read as strong as hits
HEK293 NOD2/NF-kB: inhibition of NOD2-driven NF-kB reporter – cell-based, luminescence, uHTS, HEK293 (AID 1566); HEK293 NOD2/NF-kB luciferase reporter, luminescence; higher % means a stronger effect; inhibition, % at 4 µM, or EC50 in µM where a hit was titrated; actives 0.63% (n = 290,000); also: many of its hits are not listed in these tables
NOD1 inhibition: NOD1 signaling inhibitors, primary screen, cell-based, luminescence, uHTS (AID 1578); NOD1-driven NF-kB luciferase reporter cells, luminescence; higher % means a stronger effect; inhibition, % at 4 µM, or EC50 in µM where a hit was titrated; actives 1% (n = 290,000); in the data active = inhibition mostly above about 36%, no sharp cut-off; inactive = mostly below about 34%;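 also: HEK-293T reporter cells stimulated with the NOD1 agonist gamma-tri-DAP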
Large T inhibition: SV40 large T antigen inhibitors, biochemical (AID 1903) | SV40 large T antigen ATPase/helicase inhibition assay; higher % means a stronger effect | inhibition, % at 20 µM, or IC50 in µM where a hit was titrated | actives 0.39% (n = 310,000); in the data active = a potency from the dose series; inconclusive = inhibition mostly from about 32% at the one dose, without a potency; inactive = the rest, 99 in 100 with inhibition below about 32%; also: strong numbers were not always called active
GPR55 LPI antagonism: GPR55 antagonists blocking LPI-driven arrestin recruitment, primary screen, imaging, U2OS, beta-arrestin-GFP, LPI agonist (AID 2013); U2OS GPR55 beta-arrestin-GFP translocation imaging, LPI antagonism; higher % means a stronger effect; inhibition, % at 10 µM; hits with a dose series show IC50 in µM; actives 0.13% (n = 290,000);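 active = spots per cell inhibited over 60%, with over 100 cells counted and total cytoplasm intensity under 500,000; inconclusive = wells with under 100 cells, flagged as likely toxic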;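 also: U2OS cells stably carrying GPR55 and arrestin-GFP stimulated by 5 µM LPI near EC80; imaged beta-arrestin-GFP aggregate spots per cell after agonist stimulation; plate controls were LPI-stimulated DMSO wells for no effect and DMSO wells without LPI for full effect; some results filed as inactive read as strong as hits; confirmed hits need IC50 under 10 µM and bright autofluorescent wells are also inconclusive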
* = called active by the depositor; ? = inconclusive; . = not tested or not shown; & = joins results of further samples; [ ] = dose if it differs, or a comment. Rule as the data show it, unless noted: active = inhibition above about 50%; inactive = the rest. This is a subset, so the mix of outcomes need not match the whole.

SMILES	KOR beta-arrestin-1	KOR beta-arrestin-2	GPR55 beta-arrestin	MgcRacGAP inhibition	HIV peptide binding	HEK293 NOD2/NF-kB	NOD1 inhibition	Large T inhibition	GPR55 LPI antagonism
COc1ccc(N2CCN(C(=O)c3cccc(NS(=O)(=O)c4cccc(F)c4)c3)CC2)cc1	-9%	0.3%	0.0%	21%	-0.4%	0%	-18%	.	1%
Cc1cccc(N2CCN(C(=S)Nc3ccc4nc(N5CCN(C)CC5)cc(C)c4c3)CC2)c1C	-94%	26%	-0.5%	12%	-2.5%	-7%	-30%	9%	1%
COC(=O)c1cc(OC)c(OC)cc1NC(=O)Nc1ccccc1F	8%	2.4%	0.2%	.	-1.2%	23%	2%	10%	-12%
O=C(NCc1ccco1)c1cc(-c2cccnc2)nc2ccccc12	-12%	0.6%	-0.1%	2%	1.2%	2%	-29%	10%	3%
CCOC(=O)N1CCN(C(=O)/C(=C/c2cccc3ccccc23)NC(=O)c2ccc(OC)cc2)CC1	1%	-3.3%	0.0%	9%	-2.7%	-2%	-32%	0%	1%
O=C(CCn1cnnn1)Nc1ccc(Cl)cc1Cl	-27%[20 µM]	-1.7%	-0.1%	7%	-0.9%	-14%	6%	24%	-2%
O=c1cc(N2CCCC2)c(-c2ccccc2)n[nH]1	-18%	0.4%	0.1%	.	-1.9%	19%	-13%	11%	-8%
O=C(Nc1cccnc1)c1cc(S(=O)(=O)N2CCCCC2)c(Cl)cc1Cl	-5%	-1.9%	-0.1%	4%	-0.2%	4%	6%	12%	12%
Cc1cccc(NC(=O)CN(c2ccc(F)cc2)S(C)(=O)=O)c1	-3%[20 µM]	.	-0.1%	-7%	-0.5%	12%	-5%	1%	20%
COc1ccccc1NC(=S)Nc1ccc2cn[nH]c2c1	-7%	0.5%	0.0%	11%	-0.6%	-19%	-34%	8%	4%
COCCNC(=O)c1ccc2ccccc2n1	-29%	-9.4%	1.4%	6%	-2.4%	9%	3%	8%	2%
O=C(O)COCC(=O)N1CCN(c2cc(C(F)(F)F)nc3ccccc23)CC1	3%	-3.4%	0.4%	11%	-1.0%	-1%	-11%	23%	10%
Cc1nnc(NC(=O)CC23CC4CC(CC(C4)C2)C3)s1	12%[20 µM]	-5.9%	0.6%	2%	-0.7%	1%	-12%	11%	-5%
C/C(N)=C(/C#N)C(=O)CSc1nnc(COc2ccccc2Cl)o1	16%	-2.4%	0.6%	-6%&7%	-1.2%	14%	-7%	1%	-16%
CCCNC(=O)CCn1nc(-c2ccccc2)c2ccccc2c1=O	-6%	-3.8%	0.0%	.	1.0%	5%	-5%	15%	8%
CC(NC(=O)COC(=O)c1cc(NS(=O)(=O)c2ccc(Cl)c([N+](=O)[O-])c2)ccc1O)C1CC2CCC1C2 (stereo not drawn)	.	-0.1%	0.6%	5%	18%	13%	-7%	10%	2%
CC1CC(=O)N(CC(=O)N2CCCC2)c2ccccc2S1 (stereo not drawn)	-1%	-2.6%	0.2%	9%	0.9%	3%	-20%	-5%	7%
CC1(C)CNC(=O)c2sc(NC(=O)c3ccccc3Cl)nc2C1	9%[20 µM]	-0.5%	-0.3%	5%	-0.5%	-5%	14%	-1%	3%
CCn1c2ccccc2c2cc(NC(=O)C(C)Oc3ccccc3)ccc21 (stereo not drawn)	-11%	3.9%	0.3%	6%	-1.2%	7%	21%	-3%	-9%
O=C(NC(=S)NC1CCCCC1)c1ccc(F)cc1	0%	7.8%	-0.1%	10%	0.2%	-30%	-63%	17%	-27%
CCCCCCn1cnc2c(c1=O)c1nc3ccccc3nc1n2/N=C/c1ccco1	-18%	-7.4%	-0.2%	9%	-0.8%	-6%	-35%	19%	-4%
CCC/C(O)=C1\C(=O)CC(C)(C)CC1=NCc1ccccc1	6%	-0.7%	0.0%	-7%	1.3%	22%	10%	14%	-16%
CC(=O)N=Nc1[nH]c(N)c2ccccc12	-12%	-3.2%	0.1%	14%	1.5%	-6%	-7%	8%	-7%
CNc1c(NS(=O)(=O)c2ccc(OC)cc2)c(=O)oc2ccccc12	32%	-3.8%	0.4%	1%	-1.3%	10%	-38%	7%	3%
CC(C)(C)c1ccc(-c2nnc(SCC(=O)c3ccc4c(c3)OCCO4)o2)cc1	-5%	-0.8%	-0.1%	16%	-2.1%	24%	50%	2%	-4%
CCOC(=O)c1cc(-c2ccccc2)n(CCC(=O)O)c1C	.	1.8%	0.3%	2%	-0.7%	-2%	21%	4%	-5%
O=C(CCc1nc2ccccc2s1)OCc1ccccc1F	20%	-1.6%	-0.2%	3%	2.0%	11%	-10%	3%	-8%
COc1ccc(NCc2nnc(SCCN3CCCCC3)n2-c2ccc(C)cc2)cc1	39%[20 µM]	-5.6%	0.5%	12%	-1.9%	7%	-4%	22%	3%
CCCOc1ccc(C2C(C(=O)c3ccc(C)o3)=C(O)C(=O)N2Cc2cccnc2)cc1 (stereo not drawn)	-10%	3.0%	0.7%	.	1.9%	13%	8%	11%	-3%
COc1ccc2nc(SCc3cccc(C)c3)nc(C)c2c1	22%	-4.5%	-0.3%	10%	-1.5%	-36%	-26%	-4%	4%
CCCOc1ccc(NC(N)=O)cc1OCCC	2%	-3.8%	0.0%	12%	-2.6%	12%	1%	-2%	18%
Cc1ccc(C23CC4CC(CC(C(=O)NC(C)C)(C4)C2)C3)cc1	-15%[20 µM]	-1.0%	-0.1%	14%	-1.1%	22%	0%	5%	2%
O=c1cc(/C=C/c2cccs2)[nH]c2ccccc12	-36%	4.4%	-0.1%	3%	0.9%	-16%	-8%	?	20%
Cc1ccc(N2CN(Cc3ccco3)CNC2=S)cc1	-3%	-0.3%	0.1%	6%	-0.5%	11%	-24%	-2%	12%
Cn1c(N)c(C(=O)COC(=O)c2cc(C3CC3)nc3ccccc23)c(=O)n(C)c1=O	-13%	0.0%	-0.3%	10%	-0.1%	13%	-18%	14%	8%
CC(C)(C)OC(=O)N1CCC(CC2CC(c3cccc(Br)c3)=NO2)(C(=O)O)CC1 (stereo not drawn)	-23%[20 µM]	-0.9%	-0.1%	8%	3.8%	14%	-13%	9%	1%
CN(CC(=O)NC1CCCc2ccccc21)C1CCCCC1 (stereo not drawn)	-12%	7.6%	-0.5%	-12%	0.6%	-16%	-1%	26%	6%
Cc1c2cnn(-c3ccccc3)c(=O)c2c(C)n1CCCC(=O)N1CCN(c2ncccn2)CC1	-16%	2.1%	-0.1%	12%	-2.7%	-9%	-1%	13%	-10%
COc1ccc(OCCCN2CCCC(C)C2)cc1 (stereo not drawn)	0%	-1.7%	-0.2%	12%	2.4%	-15%	-8%	6%	10%
COCCCNC(=O)CSC1=Nc2ccccc2C2=NC(Cc3c[nH]c4ccccc34)C(=O)N12 (stereo not drawn)	14%	-1.7%	-0.1%	5%	1.9%	2%	-5%	2%	16%
CSc1nc2ccccc2c(=O)n1Cc1ccc(F)cc1	-12%[20 µM]	-4.3%	0.3%	0%	-0.1%	4%	11%	4%	-10%
CC(C)N(C)Cc1nnnn1CC(=O)N(C)Cc1ccc(F)cc1	8%	-3.3%	0.3%	-1%	-0.3%	12%	-6%	3%	2%
O=C(COC(=O)c1ccc(Cl)cc1O)NC(=O)C1CCCCC1	18%	-3.5%	-0.4%	2%	-1.4%	-6%	-27%	7%	5%
CCn1c(SCc2ccc(Cl)c(Cl)c2)nnc1C(C)NC(=O)c1ccc(OC)cc1 (stereo not drawn)	-12%	2.9%	1.1%	3%	1.2%	24%	-13%	17%	10%
Cc1c(Cl)cccc1N(CC(=O)N1CCCCCC1)S(C)(=O)=O	25%	-5.6%	-0.2%	4%	-2.2%	-6%	2%	-2%	23%
Cc1cc2c(ncn2C(C)C)c(NS(=O)(=O)c2ccc(F)cc2)c1C	-31%	-0.4%	-0.5%	11%	-0.8%	21%	-25%	16%	3%
CCCC(=O)NC1=C(C#N)C2(CCCC2)Cc2ccccc21	-4%	1.3%	-0.1%	-5%	0.4%	-3%	1%	1%	-4%
CCOc1c(C)cc(S(=O)(=O)NCc2cccnc2)c(C)c1C	-46%[20 µM]	-0.5%	0.0%	10%	-0.5%	17%	-6%	5%	-4%
CCOC(=O)C(=CNc1ccccc1N1CCOCC1)C(=O)OCC	0%	3.7%	0.1%	12%	-1.9%	-5%	-2%	6%	-5%
COC(=O)C1=C(C(C)=O)C(c2ccc(C)cc2)n2nnnc2N1 (stereo not drawn)	-45%	5.5%	-0.1%	-1%	-1.3%	0%	6%	12%	3%
N#C/C(=C\c1cccs1)C(=O)Nc1nccs1	1%[20 µM]	-2.5%	-0.1%	5%	-3.3%	-119%	-43%	1%	8%
COCCNC(=O)c1ccccc1NC(=O)c1cc(OC)cc(OC)c1	-5%	1.5%	1.9%	11%	3.0%	18%	-5%	17%	1%
Nn1c(Cc2cccc3ccccc23)nnc1SCc1ccccc1Cl	21%	-3.0%	-0.2%	9%	-3.4%	-11%	7%	7%	18%
COc1ccc(C(O)c2nccc3cc(OC)c(OC)cc23)cc1OC (stereo not drawn)	3%	-3.4%	0.1%	8%	-1.2%	25%	4%	2%	-3%
CCCCOc1cccc(-c2cc(C(=O)NNC(=S)NCC)c3ccccc3n2)c1	-12%	-3.9%	0.0%	5%	-0.9%	-26%	-41%	9%	9%
COCCCNC(=O)C1CC(=O)OC1c1ccc(OC)c(OC)c1 (stereo not drawn)	8%	-5.0%	-0.1%	10%	-0.9%	-13%	-23%	3%	-4%
COC(=O)c1c(NC(=O)c2ccco2)sc2c1CCN(C(C)C)C2	-10%	-1.2%	-0.1%	18%	1.9%	13%	-12%	6%	6%
CSc1ccccc1NC(=O)c1cc2c(=O)n3ccccc3nc2s1	-11%	4.4%	0.3%	-26%	2.1%	4%	-26%	10%	5%
O=C(COC(=O)c1ccco1)Nc1ccc(Br)cc1	-7%	0.0%	0.2%	3%	-3.0%	6%	-23%	8%	1%
CCn1c(-c2nn(C)cc2Cl)n[nH]c1=S	-18%	4.9%	-0.2%	7%	-1.4%	15%	0%	20%	-17%
Cc1ccnc(NS(=O)(=O)c2ccc(N3C(=O)c4c(Cl)c(Cl)c(Cl)c(Cl)c4C3=O)cc2)n1	-11%	-0.8%	0.5%	12%	14%	9%	-7%	-11%	13%
